Screening results from PubChem.
EP2 antag: inhibitors of human EP2 prostaglandin E2 receptor; P43116; C6 glioma cells expressing human EP2, cAMP TR-FRET; cells stimulated with saturating PGE2; inhibition, % at 25 µM; 260,000 compounds, 0.52% hits; AID 1422;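 active = percent inhibition above 40 after rounding to a whole number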;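 note: rat C6 glioma host cells with rolipram phosphodiesterase inhibitor present; the protocol text gives 20 µM as final concentration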
Target sequence (P43116 whole entry, looked up): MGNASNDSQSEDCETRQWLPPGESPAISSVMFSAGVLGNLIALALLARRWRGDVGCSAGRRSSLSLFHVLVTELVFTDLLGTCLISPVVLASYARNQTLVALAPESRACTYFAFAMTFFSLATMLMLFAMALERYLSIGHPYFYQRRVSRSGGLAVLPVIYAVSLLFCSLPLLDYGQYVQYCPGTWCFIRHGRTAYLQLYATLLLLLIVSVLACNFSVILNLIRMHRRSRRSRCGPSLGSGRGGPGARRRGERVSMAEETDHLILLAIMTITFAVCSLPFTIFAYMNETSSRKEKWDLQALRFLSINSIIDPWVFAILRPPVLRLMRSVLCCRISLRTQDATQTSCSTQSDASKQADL
L929 necroptosis: L929 zVAD cell death inhibition; 220,000 compounds, 0.38% hits; L929 zVAD necroptosis rescue, ATP luminescence, 24 h; with zVAD 60 µM; viability rescue, % at 10 µM;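 active = activation, scaled between plate controls, above about 75%, limit read from the data; inactive = activation under that limit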;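 note: 0% = zVAD with DMSO and 100% = DMSO alone without zVAD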
PPC-1+TRAIL kill: kills PPC-1 cancer cells in the presence of TRAIL; PPC-1 cells + TRAIL, ATPLite viability luminescence; cell killing (% activity), % at 4 µM; 220,000 compounds, 0.41% hits; AID 1443;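 active = cell killing above 50% in the first pass at 4 µM, then a duplicate retest at 5 µM averaging 50% or more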;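 note: plate controls were cells with TRAIL plus DMSO for no effect and medium-only wells lacking cells for full effect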
TNF necrop inh: blocks TNF-alpha induced death of Jurkat FADD-/- cells. AID 463075. Jurkat FADD-/- TNF necroptosis rescue, ATP luminescence, 24 h; 0 = TNF only, 100 = no-TNF cells. activation (protection from cell death), % at 10 µM. 220,000 compounds, 0.068% hits;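 active = activation, meaning protection from cell death, of at least 50% relative to plate controls; inactive = activation below 50%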;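 note: necroptosis triggered by 40 ng/mL TNF-alpha added together with compound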
TbHK1 inh: T. brucei hexokinase 1 inhibition; recombinant TbHK1, G6PDH-coupled NADH A340; inhibition, % at 10 µM; 220,000 compounds, 0.11% hits;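 active = inhibition of 50% or more in the single-dose primary screen; inactive = inhibition below 50%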
Wee1 stabilizer: human Wee1 degradation inhibition, primary screen; HeLa Luc-Wee1K328M stability, luciferase luminescence; 100% = proteasome inhibitor MG132 effect; reporter increase, % at 5 µM; 220,000 compounds, 1.2% hits; P30291;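 active = activation above the mean of all tested compounds plus 3 SD, set per screening run, cut at about 8.8% in these data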;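 note: cells exposed to compound for 20 h before luminescence read; 0% = DMSO alone and 100% = MG132 at 30 µM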
Target sequence (P30291 whole entry K328M): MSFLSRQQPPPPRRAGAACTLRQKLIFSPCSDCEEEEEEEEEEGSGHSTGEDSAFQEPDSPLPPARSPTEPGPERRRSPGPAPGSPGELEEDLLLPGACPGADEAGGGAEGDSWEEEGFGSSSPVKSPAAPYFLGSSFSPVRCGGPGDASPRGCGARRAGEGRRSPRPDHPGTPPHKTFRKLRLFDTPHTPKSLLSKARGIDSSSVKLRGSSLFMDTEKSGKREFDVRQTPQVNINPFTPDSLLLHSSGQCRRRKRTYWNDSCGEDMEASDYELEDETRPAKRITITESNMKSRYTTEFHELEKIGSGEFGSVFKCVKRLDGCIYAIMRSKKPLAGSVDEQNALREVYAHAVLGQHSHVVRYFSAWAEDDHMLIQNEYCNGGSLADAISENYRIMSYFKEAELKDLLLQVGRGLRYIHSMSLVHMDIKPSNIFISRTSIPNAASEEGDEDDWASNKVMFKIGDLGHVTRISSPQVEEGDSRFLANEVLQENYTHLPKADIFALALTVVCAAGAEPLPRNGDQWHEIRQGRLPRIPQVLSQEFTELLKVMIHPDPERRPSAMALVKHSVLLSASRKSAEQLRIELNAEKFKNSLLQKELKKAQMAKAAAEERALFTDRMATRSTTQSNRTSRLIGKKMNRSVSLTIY
FXIa inh: blocks human coagulation factor XIa protease activity | purified FXIa, Boc-Glu-Ala-Arg-AMC fluorogenic substrate | inhibition, % at 5 µM | 220,000 compounds, 0.14% hits | AID 798;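 active = inhibition of at least 40%; inactive = inhibition below 40%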;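 note: fluorescence of freed AMC excited at 355 nm; 0% = enzyme without compound and 100% = no enzyme blank; many of its hits are not listed in these tables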
FXIIa inh: factor XIIa (human) inhibition. purified FXIIa, Boc-QGR-AMC fluorogenic substrate, 2 h. P00748. 220,000 compounds, 0.3% hits. inhibition, % at 5 µM; in the data active = inhibition above about 40%;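 note: 0% = enzyme with no compound and 100% = blank without enzyme; many of its hits are not listed in these tables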
CHOP inh: blocks CHOP induction under ER stress; CHO-K1 CHOP-promoter luciferase, tunicamycin-induced, 15-18 h; inhibition, % at 10 µM; 220,000 compounds, 3.8% hits; AID 2732;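 active = compounds that reduced the stress-induced luciferase reporter signal by more than about 70% of percent inhibition, limit read from the data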;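 note: 0% = tunicamycin plus vehicle and 100% = wells without tunicamycin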
Starred values were filed as active, the others as inactive; nt = not tested or not shown; & = joins results of further samples; [ ] = remark or other dose. Only part of the results is shown. The share of hits here may be higher or lower than overall.

molecule,EP2 antag,L929 necroptosis,PPC-1+TRAIL kill,TNF necrop inh,TbHK1 inh,Wee1 stabilizer,FXIa inh,FXIIa inh,CHOP inh
NC(=O)c1ccccc1NS(=O)(=O)Cc1ccc(Cl)cc1,11,0.2,4,-0.2,-6,-3,10,21,-9
O=c1oc2ccc3ccccc3c2cc1-c1nnc(-c2ccccc2)o1,23,0.0,6,-0.5,3,-1,-9,-14,13
COC(=O)c1c(NC(=O)C2(C)Cc3ccccc3C(=O)O2)sc2c1CCCC2 (stereo not given),16,16,-7,1.8,-6,0,4,14,25
CCOc1ccc(S(=O)(=O)N(CC(=O)O)c2ccc(C)cc2)cc1,2,0.2,9,-1.7,-9,-2,6,8,-5
O=C(OCC(=O)N1CCCC1)c1cccs1,13,-0.4,10,2.0,8,1,4,20,-24
Cc1ccc(S(=O)(=O)NN2C(=O)c3ccccc3NC2c2ccccc2)cc1 (stereo not given),1,4.0,5,-0.6,-3,0,-5,2,25
CCOC(=O)N1CCN(c2cc(=O)n(C3CCCCC3)c(=O)[nH]2)CC1,12,2.4,6,0.5,5,-2,-6,-15,6
CCc1ccc(N=CC2=C(O)CC(c3ccco3)CC2=O)cc1 (stereo not given),11,-1.0,23,-2.5,-21,-3,7,18,37
COc1cc(OC)cc(C(=O)N2CCN(C(=O)COc3ccc4ccccc4c3)CC2)c1,3,0.3,27,-6.2,-6,-3,3,-6,-6
O=C(O)c1cccc(-c2ccc(/C=N/Nc3nn[nH]n3)o2)c1,11,1.8,23,0.9,-36,4,-2,3,2
CC(C)(C)n1nnnc1C(c1cccnc1)N1CCN(C(=O)c2ccco2)CC1 (stereo not given),12,-0.7,21,-1.1,-4,1,18,25,5
Cc1sc2nc3n(c(=O)c2c1C)NC(=O)CC3,12,0.0,-5,-0.7,-20,6,3,4,25

Later entries
molecule,EP2 antag,L929 necroptosis,PPC-1+TRAIL kill,TNF necrop inh,TbHK1 inh,Wee1 stabilizer,FXIa inh,FXIIa inh,CHOP inh
O=C(NC1CCCCCC1)c1cccnc1Sc1ccccc1,6,0.4,3,0.9,3,4,4,9,20
Cc1cccc(COc2ccccc2/C=N/Nc2ccc([N+](=O)[O-])cc2)c1,4,0.1,8,-1.7,-3,0,4,15,41
COc1cc(Br)cc2cc(C(=O)N3CCCCC3C)c(=O)oc12 (stereo not given),15,0.1,-5,2.6,-10,-2,-13,4,20
CCN(CC)S(=O)(=O)c1ccc(N2CCCCC2)c(NC(=O)/C=C/c2ccc(OC)c(OC)c2)c1,12,0.8,9,0.2,-16,-1,-5,2,-9
O=C(c1cc(F)ccc1F)C1CCCN(Cc2cccn2-c2ccccn2)C1 (stereo not given),11,-0.4,-6,2.3,-5,4,2,3,4
Cc1cc(C)c(NC(=O)CN2C(=O)NC(CCc3ccccc3)C2=O)c(C)c1 (stereo not given),7,0.8,-8,-0.8,-7,11*,-7,-1,48
CCOC(=O)Cn1c(=O)oc2cc(S(=O)(=O)NCCc3ccc(C)cc3)ccc21,9,0.9,2,2.3,3,-1,22,18,15
Cc1sc(NC(=S)NC(=O)C2CCCCC2)c(C(N)=O)c1C,16,0.4,-10,-0.1,-1,3,3,10,67
CCOc1ccc(NC(=O)Nc2cccn(Cc3ccccc3)c2=O)cc1,6,0.3,2,-4.0,-9,1,0,9,10
Cn1cc(S(=O)(=O)NCc2ccco2)c(=O)n(C)c1=O,9,1.5,9,0.1,-4,2,-1,7,-20
Cc1ccccc1OCC(=O)OCC(=O)NCC1CCCO1 (stereo not given),2,2.6,-6,0.7,-1,1,-4,10,-3
COC(=O)c1cc(OC)c(OC)cc1NC(=S)N1CCN(c2ccccc2)CC1,19,0.8,2,0.2,-6,-2,-8,-6,-13

Further results.
molecule,EP2 antag,L929 necroptosis,PPC-1+TRAIL kill,TNF necrop inh,TbHK1 inh,Wee1 stabilizer,FXIa inh,FXIIa inh,CHOP inh
COc1cc(/C=C/c2cc(C(=O)O)c3ccccc3n2)ccc1OC(F)F,6,0.1,80*[5 µM],0.0,-12,-2,-11,-2,-10
CCOC(=O)C(NC(=O)Nc1ccccc1)(OCC)C(F)(F)F (stereo not given),8,-0.3,-16,-1.5,3,0,-11,-2,-1
CCCn1c(SCC(=O)NCc2ccccc2Cl)n[nH]c1=O,8,1.1,9,0.5,-1,-2,-3,6,-4
CCn1c(=O)n(CC)c2cc(S(=O)(=O)N3CCCCC3)c(C)cc21,10,-0.7,20,-3.1,35,-1,-2,11,12
CC(C)c1ccc(S(=O)(=O)N2CCN(C(C)C(=O)Nc3ccccc3-c3ccccc3)CC2)cc1 (stereo not given),4,0.6,14,1.5,-7,1,-8,4,44
CCOC(=O)COc1ccc(Br)cc1/C=C\c1[nH]c(=O)[nH]c(=O)c1[N+](=O)[O-],3,1.7,2,2.8,-6,2,-1,29,13
COC(=O)CC1C(=O)NCCN1C(=O)c1sc2ccccc2c1Cl (stereo not given),6,-0.4,-1,1.2,0,-4,3,5,5
Cn1cnnc1SCC(=O)Nc1c(F)cc(F)cc1Br,18,0.8,4,0.3,-9,0,-7,13,30
O=C(C1=C[C@H](c2ccccc2)C[C@H](OCCCCO)O1)N1CCN(Cc2ccc3c(c2)OCO3)CC1,nt,-0.5,13,1.3,-16,3,-1,4,0
O=C(NCc1cccs1)C1CCCCC1,1,-0.4,0,38,-4,-2,0,12,39
CCCOc1ccc(N2C(=O)CC(N(CCc3ccc(OC)c(OC)c3)C(=S)Nc3ccccc3)C2=O)cc1 (stereo not given),3,0.4,10,2.9,-8,3,17,21,11
Cc1ccc(N2CC(C(=O)Nc3ccc(S(=O)(=O)N4CCOCC4)cc3)CC2=O)cc1 (stereo not given),14,0.0,4,-0.3,-2,6,0,15,30

Additional entries follow.
molecule,EP2 antag,L929 necroptosis,PPC-1+TRAIL kill,TNF necrop inh,TbHK1 inh,Wee1 stabilizer,FXIa inh,FXIIa inh,CHOP inh
CC1CCc2c(sc3nc4n(c(=O)c23)CCS4)C1 (stereo not given),15,0.8,15,-1.4,-11,5,2,6,28
O=[N+]([O-])c1cccc(CSc2nc3ccccc3[nH]2)c1,5,1.0,24,2.2,2,-1,-4,-1,14
CCCN(CC1CC1)C(=O)CCc1nnc(CCc2c[nH]c3ccccc23)o1,4,-1.1,12,-0.7,-15,3,-2,4,18
Clc1ccc(-c2onc3c2CCCC3)cc1,7,1.5,23,0.9,-9,-1,4,12,78*
O=C(CSc1nc(O)c(Cc2ccccc2)c(=O)n1-c1ccccc1)N1CCOCC1,11,1.8,13,0.3,8,-1,3,13,-22
O=C(CSCc1ccc(Cl)cc1)Nc1ccc(S(=O)(=O)N2CCCCCC2)cc1,4,12,6,4.6,9,4,3,6,58
COc1ccc(NC(=O)C(=O)NCCCO)cc1Cl,1,2.8,11,1.1,-3,-1,-4,1,-3
COc1ccc(/C=N/NC(=O)c2ccncc2)cc1CN1CCCc2ccccc21,2,0.9,8,-1.7,-20,1,2,6,11
Cc1ccc2sc(C)[n+](CCC(C)S(=O)(=O)[O-])c2c1 (stereo not given),5,2.0,20,1.2,38,0,0,2,-22
CCC(C)C(=O)Nc1nnc(SCC(=O)Nc2ccccc2F)s1 (stereo not given),14&4,1.0,6,0.1,-1,5,-1,2,1
Cc1ccccc1NC(=O)c1ccc(NC(=O)c2ccco2)cc1,11,0.9,11,-0.4,-1,5,0,6,10
CS/C(N)=N/N=C/c1ccc([N+](=O)[O-])cc1,12,0.5,5,-2.4,-32,0,6,16,-28

(next part)
molecule,EP2 antag,L929 necroptosis,PPC-1+TRAIL kill,TNF necrop inh,TbHK1 inh,Wee1 stabilizer,FXIa inh,FXIIa inh,CHOP inh
CCC(=O)N(Cc1c(C)nn(-c2ccccc2)c1Cl)c1ccc(Cl)cc1,3,-0.3,-6,0.7,-5,-1,-7,2,48
CCOC(=O)c1[nH]c(C)c(CN(CCc2ccccc2)C(=O)CCC(=O)O)c1C,nt,0.5,14,-1.6,4,-2,-3,11,8
CCn1c(/C=C/Nc2ccccc2)[n+](CC)c2ccc(C(=O)OCC(F)(F)F)cc21,9,-0.5,7,4.1,-5,0,9,8,8
Cc1cc(C)c2cc(CN(CC3CCCO3)S(=O)(=O)c3ccc4c(c3)OCCO4)c(=O)[nH]c2c1 (stereo not given),4,-0.5,0,0.6,-11,0,2,10,24
CCCCS(=O)CC(CS(=O)CCCC)OC(=O)c1ccccc1 (stereo not given),9,0.7,8,1.6,15,-3,-6,0,-16
O=C(Oc1ccc(Br)cc1C(=S)N1CCCC1)c1ccccc1Cl,11,-0.4,15,-6.6,8,-2,7,10,65
COc1cccc(C(=O)C2CCCN(Cc3cn[nH]c3C3CCCCC3)C2)c1 (stereo not given),2,-0.1,3,3.5,-3,-4,-3,2,10
O=C(c1cnn(C(=O)c2ccc(O)cc2)c1)c1ccccc1O,4,0.3,25,-0.2,-12,-4,2,18,7
Cc1cccc(OCC(=O)NCc2ccncc2)c1C,5,-0.2,2,0.3,-2,-1,-5,3,8
CN(C)c1cccc(C(=O)N2CCCC(C(=O)c3cc(F)ccc3F)C2)c1 (stereo not given),6,5.5,25,0.3,-1,-3,-6,11,5
COc1ccc(C2(C(=O)Nc3ccc(C)cc3)CCOCC2)cc1,9,0.4,17,1.3,8,-1,-4,3,16
Cc1ccc(-n2c(Cc3ccccc3)n[nH]c2=S)c(C)c1,3,-0.6,9,-1.0,2,0,1,9,-8

Additional entries follow.
molecule,EP2 antag,L929 necroptosis,PPC-1+TRAIL kill,TNF necrop inh,TbHK1 inh,Wee1 stabilizer,FXIa inh,FXIIa inh,CHOP inh
Cc1ccc2cc(C=C(C#N)C#N)c(N3CCCCC3)nc2c1,10,-0.7,11,-5.2,0,0,5,-2,59
CCS(=O)(=O)N1CCC(C(=O)Nc2cc(Cl)ccc2O)CC1,3,0.1,-7,0.5,-1,-2,-12,-8,19
O=C(CN1CCc2ccccc2C1)Nc1ccc(Br)cc1,4,0.0,8,1.6,4,3,-10,1,-22
COc1cc(NC(=O)c2cccc3c2C(=O)N(Cc2cccnc2)C3)cc(OC)c1OC,15,2.1,40,-3.4,1,2,5,-6,67
O=C(Cn1ncc2c(=O)oc3ccccc3c21)Nc1nc2ccccc2s1,6,1.7,32,0.4,-3,-1,-9,-7,88*
Cc1cc(C)cc(N(C(=O)Cc2cccs2)C(C(=O)NC2CCCCC2)c2ccccn2)c1 (stereo not given),1,-0.2,4,-5.3,-4,-1,-4,8,32
CC(C)(C)C1=NN=C2c3ccccc3C(=O)C21 (stereo not given),6,8.7,4,2.6,-8,0,1,6,14
Cc1ccc(-n2nnnc2SCC(=O)N2c3ccccc3NC(=O)C2(C)C)cc1,2,0.5,-11,-1.6,2,1,3,4,33
CCOC(=O)c1c(C)nn(-c2ncccc2NC(=O)CCC(=O)O)c1C,11,1.5,21,0.3,-5,-3,5,5,15
COc1ccc(NC(=O)c2ccccn2)cc1,16,-0.5,76*,-12,-9,1,-4,4,23
COCCNC(=O)/C(C#N)=C/c1ccccc1Br,7,0.2,-2,-1.1,-2,-2,-3,4,-20
O=C(Cn1cnc2c(nnn2Cc2ccc(F)cc2)c1=O)NCc1ccccc1,4,0.3,-11,-2.1,-3,1,-4,7,13

(more compounds)
molecule,EP2 antag,L929 necroptosis,PPC-1+TRAIL kill,TNF necrop inh,TbHK1 inh,Wee1 stabilizer,FXIa inh,FXIIa inh,CHOP inh
COc1ccc(C/C(N)=N/OC(=O)Cc2ccccc2)cc1OC,4,0.3,21,-2.1,-1,-1,-3,2,-2
O=c1cc(N2CCN(c3ccc(F)cc3)CC2)[nH]c(=O)n1C1CCCCC1,19,37,15,-5.6,3,1,-6,-6,72*
CCOC(=O)C1CCN(C(=O)CSc2ccccc2)CC1,8,0.3,6,-0.9,-10,-3,-4,6,37
Cn1c(NCCN2CCCCC2)cc(=O)n(C)c1=O,12,3.5,8,1.7,2,0,-1,6,-5
